Siah-1 displacement: Siah-1 peptide-binding antagonists, primary screen, biochemical, fluorescence polarization, rhodamine-plectin, uHTS (AID 1817); E3 ubiquitin-protein ligase SIAH1 (Homo sapiens); 290,000 compounds, 0.02% hits; displacement, % at 20 µM; hits with a dose series show IC50 in µM; Siah-1 / rhodamine-plectin peptide fluorescence polarization; higher % means a stronger effect;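 active means displacement of at least 50% at 20 µM, with a fluorescence ratio check between 0.3 and a set limit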;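 further: plate controls were Siah plus tracer with DMSO for no effect and tracer alone without Siah for full effect; strong numbers were not always called active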
NOD1 NF-kB reporter: NOD1 signaling inhibitors, primary screen, cell-based, luminescence, uHTS (AID 1578) | NOD1-driven NF-kB luciferase reporter cells, luminescence; higher % means a stronger effect | inhibition, % at 4 µM, or EC50 in µM where a hit was titrated | 290,000 compounds, 1% hits; in the data active means inhibition mostly above about 36%, no sharp cut-off; inactive means mostly below about 34%;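 further: HEK-293T reporter cells stimulated with the NOD1 agonist gamma-tri-DAP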
AID2073: inhibitors of Mint1-CaV2.2 protein interaction, biochemical, HTRF (AID 2073); HTRF protein-protein interaction, Mint1-CaV2.2; higher % means a stronger effect; Voltage-dependent N-type calcium channel subunit alpha-1B (Homo sapiens); inhibition, % at 20 µM; hits with a dose series show IC50 in µM; 290,000 compounds, 0.19% hits; in the data active means inhibition mostly above about 51%, no sharp cut-off; inconclusive means no clear call, values can overlap the other calls; inactive means mostly below about 53%; further: some results filed as inactive read as strong as hits
KOR beta-arrestin-1: KOR agonists, beta-arrestin recruitment, primary screen, cell-based, luminescence, uHTS (AID 1777) | one-dose activation, % at 10 µM; EC50 in µM for titrated hits | 280,000 compounds, 0.02% hits | KOR beta-arrestin recruitment, luminescence; higher % means a stronger effect | Kappa-type opioid receptor (Homo sapiens); in the data active means activation above about 50%, passing the limit was not always enough; further: a part of the inactive calls stands beside numbers as strong as those of hits
GPR35 arrestin U2OS: GPR35 antagonists blocking zaprinast-driven arrestin recruitment, primary screen, imaging, U2OS, beta-arrestin-GFP, zaprinast agonist (AID 2058); G-protein coupled receptor 35 (Homo sapiens); U2OS GPR35 beta-arrestin-GFP translocation imaging, zaprinast antagonism; higher % means a stronger effect; inhibition, % at 10 µM; hits with a dose series show IC50 in µM; 290,000 compounds, 0.052% hits;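 active means inhibition of at least 50% with at least 30 cells and total cytoplasm GFP at most 10,000,000; inconclusive means under 30 cells or total GFP of 10,000,000 plus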
GPR55 antagonists: GPR55 antagonists blocking LPI-driven arrestin recruitment, primary screen, imaging, U2OS, beta-arrestin-GFP, LPI agonist (AID 2013); G-protein coupled receptor 55 (Homo sapiens); U2OS GPR55 beta-arrestin-GFP translocation imaging, LPI antagonism; higher % means a stronger effect; inhibition, % at 10 µM, or IC50 in µM where a hit was titrated; 290,000 compounds, 0.13% hits;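 active means spots per cell inhibited over 60%, with over 100 cells counted and total cytoplasm intensity under 500,000; inconclusive means wells with under 100 cells, flagged as likely toxic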;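 further: U2OS cells stably carrying GPR55 and arrestin-GFP stimulated by 5 µM LPI near EC80; imaged beta-arrestin-GFP aggregate spots per cell after agonist stimulation; plate controls were LPI-stimulated DMSO wells for no effect and DMSO wells without LPI for full effect; some results filed as inactive read as strong as hits; confirmed hits need IC50 under 10 µM and bright autofluorescent wells are also inconclusive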
HIV fusion peptide: inhibitors of HIV fusion peptide binding, primary screen, biochemical, uHTS, fluorescence dequenching (AID 1986). cell-free peptide binding, fluorescence dequenching, 30 min; higher % means a stronger effect. 290,000 compounds, 0.3% hits. one-dose inhibition, % at 20 µM; IC50 in µM for titrated hits; in the data active means inhibition mostly above about 52%, no sharp cut-off; inactive means mostly below about 76%; further: some results filed as inactive read as strong as hits
KOR beta-arrestin-2: KOR antagonists, beta-arrestin recruitment, cell-based, luminescence, uHTS (AID 1778) | Kappa-type opioid receptor (Homo sapiens) | KOR beta-arrestin recruitment, luminescence, antagonist mode; higher % means a stronger effect | 290,000 compounds, 0.091% hits | one-dose inhibition, % at 10 µM; IC50 in µM for titrated hits; in the data active means inhibition above about 50%; further: strong numbers were not always called active
GPR55 beta-arrestin: GPR55 agonists via beta-arrestin recruitment, primary screen, imaging, U2OS cells, beta-arrestin-GFP redistribution (AID 1961); U2OS GPR55 beta-arrestin-GFP redistribution imaging; higher % means a stronger effect; 290,000 compounds, 0.048% hits; G-protein coupled receptor 55 (Homo sapiens); one-dose activation, % at 10 µM; EC50 in µM for titrated hits;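 active means activation above 40% with more than 50 cells counted in the well; inconclusive means wells holding fewer than 50 cells, flagged as toxic or sparse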;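 further: U2OS osteosarcoma cells stably expressing GPR55 and beta-arrestin-GFP; plate controls were DMSO negative control for no effect and LPI positive control for full effect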
* marks the source's active call; other numbers are inactive results; ? = inconclusive; . = no result given; [ ] = another dose, or the depositor's remark.

SMILES	Siah-1 displacement	NOD1 NF-kB reporter	AID2073	KOR beta-arrestin-1	GPR35 arrestin U2OS	GPR55 antagonists	HIV fusion peptide	KOR beta-arrestin-2	GPR55 beta-arrestin
CCc1cccc(OCC2Cn3c(nc4c3c(=O)n(C)c(=O)n4C)O2)c1 (configuration not stated)	3%	-8%	1%	-0.4%	0%	-2%	0.2%	-35%	-0.2%
CCn1c(CCn2c3ccccc3c3ccccc32)n[nH]c1=S	-1%	-16%	-15%	3.4%	-4%	-10%	-1.0%	-17%	-0.2%
O=C(Nc1ccccc1C(=O)Nc1ccc(Cl)cc1)c1cccnc1	2%	-1%	8%	-0.6%	7%	-1%	-0.9%	-12%	0.0%
CCCNC(=O)COC(=O)c1ccccc1OCc1ccc(Cl)cc1	-1%	-14%	-7%	-2.6%	3%	2%	-0.9%	-3%	-0.2%
O=C(Cc1ccccc1)O/N=C1\CCCc2ccccc21	0%	-8%	9%	-2.1%	0%	-13%	-0.8%	4%	0.8%
O=C(Nc1ccc(N2CCN(C(=O)c3ccccc3)CC2)c(Cl)c1)c1ccco1	1%	18%	14%	1.2%	0%	-1%	0.0%	1%	-0.2%
CC(NC(=S)NC1CCCCC1)c1ccc(C(C)(C)C)cc1 (configuration not stated)	-1%	.	8%	15%	27%	6%	-1.0%	6%	-0.1%
CS(=O)(=O)Nc1ccc(-c2ccc(/C=C3\SC(N)=NC3=O)o2)cc1	2%	-13%	-18%	-3.4%	3%	3%	6.6%	-40%[20 µM]	-0.2%
C=CCNC(=S)N/N=C/c1cn(C)c2ccccc12	-1%	-6%	-23%	-1.4%	3%	-1%	-1.7%	-4%	1.9%
O=C(Nc1ccc(N2CCN(C(=O)c3ccco3)CC2)cc1)c1ccco1	0%	-29%	14%	.	2%	5%	-2.1%	8%[20 µM]	0.2%
O=C(CC1N=C2c3ccccc3N=C(SCc3ccccc3Cl)N2C1=O)NCc1ccco1 (configuration not stated)	2%	-15%	44%	0.4%	-14%	-9%	16%	-15%	0.1%
O=[N+]([O-])c1ccccc1S(=O)(=O)Nc1ccc(S(=O)(=O)N2CCOCC2)cc1	15%	-18%	-7%	-1.0%	-10%	-7%	0.8%	-19%	0.2%
O=C(O)CCC(=O)N1N=C(c2ccco2)CC1c1ccco1 (configuration not stated)	-3%	-9%	12%	5.6%	-6%	-10%	0.1%	-12%	0.8%
CSC(=NC#N)N1CCN(C(=NC#N)SC)CC1	-6%	34%	-12%	-0.9%	13%	-8%	-0.7%	-35%[20 µM]	0.2%
O=C(Cc1cccs1)N/N=C/C=C/c1ccccc1[N+](=O)[O-]	14%	-1%	0%	-2.3%	-8%	3%	1.3%	-19%	-0.1%
O=C(Nc1ccccc1C(=O)O)c1cc(S(=O)(=O)N2CCOCC2)cs1	4%	-34%	5%	8.1%	-13%	17%	2.7%	-32%	-0.7%
O=C(Nc1ccc(Nc2ccccc2)cc1)c1ccc(Br)o1	0%	-52%	-7%	1.7%	-6%	12%	0.3%	-11%	0.2%
N#CC(C#N)=C(N)Nc1cccc(Cl)c1	-8%	8%	-11%	-1.1%	15%	-10%	-1.6%	17%	0.4%
COCCn1c(=O)[nH]c2cc(C(=O)NCc3cccnc3)ccc2c1=O	10%	-24%	4%	-1.6%	2%	-2%	-0.6%	-16%	-0.5%
Cc1cccc(-n2ncc3c2CCCC3NC(=O)CCN2CCCCO2)c1C (configuration not stated)	3%	-1%	12%	-2.9%	-22%	6%	-1.5%	11%	0.3%
CCOC(=O)CCc1c(C)c(C#N)c2nc3ccccc3n2c1-n1ccnc1	0%	13%	23%	-4.4%	9%	5%	0.4%	-21%	0.0%
Clc1ccc(-c2ncc3ccccn23)c(Cl)c1	4%	-53%	-4%	.	14%	-4%	-1.1%	-42%[20 µM]	-0.1%
CC(C)[C@H](NC(=O)OCc1ccccc1)C(=O)OCC(=O)NC1CCCCC1	2%	5%	1%	8.0%	11%	10%	-0.9%	-32%	-0.1%
COc1ccc(CN2C(=O)C(C)=C(C)C2OC)cc1 (configuration not stated)	6%	-22%	14%	4.1%	4%	5%	-0.9%	-5%	0.2%
Cc1ccc2cc(CN(Cc3ccco3)C(=O)C3CCCCC3)c(=O)[nH]c2c1C	4%	-7%	4%	13%	-5%	1%	1.9%	23%	-0.2%
COc1ccccc1-c1n[nH]c(=S)o1	2%	-6%	20%	-4.8%	-1%	-1%	-0.9%	16%	-0.2%
O=C(COC(=O)c1ccccc1)Nc1ccccc1Sc1ccccc1	-2%	-7%	-11%	6.0%	-14%	2%	1.0%	23%	0.5%
CCN1CCN(C(=O)c2ccccc2N(Cc2ccccc2)S(=O)(=O)c2ccc(C)cc2)CC1	-1%	-5%	-3%	13%	3%	6%	7.1%	-33%	0.2%
Cc1ccc2ccc(S(=O)(=O)NCc3ccco3)cc2c1	-6%	4%	3%	0.9%	2%	-4%	4.6%	-28%	0.0%
COc1cccc(-c2nn(C)c3sc(C(=O)N4CCN(c5ccccn5)CC4)cc23)c1	5%	53%	5%	0.0%	10%	-16%	-2.0%	-9%	-0.1%
CCOc1cc(S(=O)(=O)N2CCN(c3ccc(F)cc3)CC2)c(OCC)cc1-n1cnnn1	3%	-45%	12%	7.8%	-13%	7%	4.7%	-24%	0.9%
COc1ccccc1NC(=O)CCSc1nnc(-c2ccncc2)o1	5%	-15%	-12%	10%	4%	4%	1.0%	-13%	-0.3%
COc1ccc(C2=NN(C(=O)CSc3ncccn3)C(c3ccc(OC)cc3)C2)cc1 (configuration not stated)	-1%	-20%	2%	4.0%	-17%	-4%	1.2%	2%	-0.5%
CCOc1nc(-c2ccc(C)cc2)ccc1-c1noc(COC)n1	4%	-4%	15%	-1.5%	6%	-4%	-2.7%	34%	0.2%
O=C(NCCc1ccc2c(c1)OCCO2)c1ccccn1	-3%	-36%	-3%	-4.5%	-8%	-1%	-1.3%	6%	0.7%
COc1cc(OC)cc(C(=O)NC2CCCCCCC2)c1	3%	-7%	-7%	1.8%	-2%	-6%	-0.1%	-5%	-0.3%
Cc1ccc(C(=O)Nc2cccc(N3C(=O)C4CCC(C)CC4C3=O)c2)cc1 (configuration not stated)	0%	-33%	1%	-3.3%	-1%	11%	-0.7%	17%	-0.1%
O=C(Cn1ncn2nc(-c3ccccc3)cc2c1=O)NCc1ccccn1	7%	-13%	0%	4.3%	11%	-5%	2.5%	-23%	0.0%
O=C(CSc1nnc(-c2ccncc2)o1)Nc1nncs1	-1%	30%	3%	3.1%	-12%	0%	1.3%	-1%	0.5%
COC(=O)CCC(=O)NN1C(=O)c2ccccc2C1=O	-2%	-8%	8%	.	-4%	5%	-0.2%	26%[20 µM]	-0.1%
COc1cc2c(cc1NC(=O)COC(=O)[C@@H](NS(=O)(=O)c1ccccc1)C(C)C)oc1ccccc12	0%	-30%	21%	-0.3%	-4%	5%	-1.4%	-37%	-0.4%
CCCCCn1c(=O)[nH]c2c(c1=O)CCC2	2%	-19%	5%	4.1%	9%	-7%	-1.2%	-27%	-0.1%
O=C(CSCc1ccccc1)N1CCN(C(=O)c2ccco2)CC1	12%	-34%	-7%	-7.8%	0%	5%	2.4%	-9%	0.6%
CCOC(=O)c1ccccc1N/C=C1\CCCCC1=O	1%	14%	-11%	1.0%	4%	12%	-3.3%	6%	-0.1%
CC(CC(=O)NCCc1ccc(Cl)cc1)S(=O)(=O)c1ccc2c(c1)NC(=O)CO2 (configuration not stated)	-3%	8%	-4%	2.2%	-2%	-3%	2.0%	-17%	0.4%
COc1cccc(CNC(=O)CCC2CCCN(C(=O)CCc3c(C)noc3C)C2)c1 (configuration not stated)	4%	-22%	13%	-2.7%	7%	3%	1.1%	2%	-0.3%
CN(CCOc1ccc(Br)cc1)CC(O)COc1ccc(C#N)cc1 (configuration not stated)	2%	-34%	1%	-0.3%	1%	-34%	-1.0%	-22%	0.7%
O=C(O)C1C2C=CC(CC2)C1C(=O)O (configuration not stated)	12%	2%	13%	-4.4%	-3%	-6%	2.0%	-18%	-0.1%
O=C(O)C1CC=CCC1C(=O)NC1CCCCC1 (configuration not stated)	9%	-26%	10%	.	19%	14%	-0.6%	-31%[20 µM]	-0.1%
CCC(Sc1nccn1C)C(=O)Nc1ccc(Cl)cn1 (configuration not stated)	3%	-5%	-8%	-4.2%	-2%	-4%	0.9%	16%[20 µM]	0.0%

Later entries:
SMILES	Siah-1 displacement	NOD1 NF-kB reporter	AID2073	KOR beta-arrestin-1	GPR35 arrestin U2OS	GPR55 antagonists	HIV fusion peptide	KOR beta-arrestin-2	GPR55 beta-arrestin
O=C(CSc1ncccn1)NCc1ccc(F)cc1	2%	-32%	12%	1.5%	16%	-18%	-3.3%	11%	-0.2%
CC1CCCN(Cc2c(O)ccc3c(=O)c(-c4nc5ccccc5s4)c(N)oc23)C1 (configuration not stated)	-5%	0%	7%	4.3%	2%	19%	-4.0%	-48%	0.2%
COc1ccc(/C=N/Nc2nc(C(=O)O)cs2)cc1	-3%	-36%	7%	-0.7%	8%	6%	15%	-29%[20 µM]	0.0%
CCc1nnc(NS(=O)(=O)c2ccc(NC(=S)NC(=O)/C=C/c3cccs3)cc2)s1	16%	-14%	8%	-1.5%	8%	9%	23µM*	8%[20 µM]	0.6%
COc1cccc(C(=O)NC(=O)Nc2nc(C)cc(C(F)(F)F)n2)c1	4%	-46%	?	-0.7%	3%	4%	-0.8%	-18%	-0.1%
Cc1cc(C)nc(N(C#N)Cc2ccc(Br)cc2)n1	0%	-32%	-2%	-2.7%	-3%	14%	-1.9%	37%	-0.2%
Cc1ccc(NC(=S)Nc2c(C)n(C)n(-c3ccccc3)c2=O)cc1	-4%	7%	-18%	0.6%	-7%	8%	-3.3%	11%	0.0%
CCCN1CCN(CCCNC(=S)Nc2ccc3nc(N4CCN(CC)CC4)cc(C)c3c2)CC1	-9%	-16%	-2%	6.8%	0%	12%	-1.6%	-25%	-0.3%
CN(C)C(CNC(=O)CN1C(=O)NC2(CCc3ccccc32)C1=O)c1ccco1 (configuration not stated)	-2%	-13%	-10%	-0.9%	9%	13%	2.2%	12%	-0.1%

This is a subset; the hit share may differ from the screen's.
